Assay outcomes (PubChem BioAssay)
FBPA Giardia inh = inhibitors of Giardia lamblia fructose-1,6-bisphosphate aldolase; Potency, µM (titrated, usually from 59.6 µM), without a hit: at the top dose activity, negative = inhibition, most hits filed as inhibitors; 0.71% of 290,000 active; A8B2U2; purified Giardia FBPA; active = well fitted inhibition curve with a large enough effect; inconclusive = small, poorly fitted or top-dose-only effect, or effect the other way; note: nearly all actives have a fitted effect of over 55% in size
Target sequence (A8B2U2 whole entry, looked up): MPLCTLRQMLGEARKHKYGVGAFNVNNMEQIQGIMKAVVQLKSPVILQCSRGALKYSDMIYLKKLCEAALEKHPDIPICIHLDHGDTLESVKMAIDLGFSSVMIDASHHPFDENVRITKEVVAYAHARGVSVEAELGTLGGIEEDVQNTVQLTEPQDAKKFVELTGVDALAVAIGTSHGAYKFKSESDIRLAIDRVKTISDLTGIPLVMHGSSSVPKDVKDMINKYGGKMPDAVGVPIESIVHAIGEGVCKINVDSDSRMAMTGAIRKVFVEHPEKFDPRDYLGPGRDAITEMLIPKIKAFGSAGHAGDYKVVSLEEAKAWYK
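Giardia FBPA (40 nM reagent) was preincubated 10 min at RT with compound (up to 57.5 uM final), then substrate plus GAPDH/TPI/NAD/arsenate coupling system with diaphorase/resazurin was added; resorufin fluorescence (525/598 nm) was read after 20 min.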
Starred values were filed as active, the others as inactive; ? = inconclusive; & = joins results of further samples; [ ] = remark or other dose. % is set by controls: 0 for no effect and ±100 for the full control effect; potency is the fitted concentration of half-maximal effect. These rows are one share of the data (hit frequency here may not be typical).

SMILES	FBPA Giardia inh
O=c1c(-c2cccc(F)c2)nc2cncnc2n1-c1ccccc1	-2.4%
CC(=O)N1CCC2(CCCN(c3ccncc3)C2)CC1	1.7%
O=C(c1cccc(F)c1)N1CCC[C@@]2(CCN(Cc3ccccc3)C2)C1	-0.6%
N[C@H](Cn1ccc(=O)n(Cc2ccccc2C(=O)O)c1=O)C(=O)O	-23.3%
O=C(O)c1cc2ccccc2c(Cc2cc3ccccc3c(C(=O)O)c2O)c1O (tested in a mixture with another compound)	-4.2%[21.7 µM]
Nc1ncnc2c1ncn2[C@@H]1O[C@H](COP(=O)(O)OP(=O)(O)O)[C@@H](O)[C@H]1O	0.8%
N#CCCCS(=O)(=O)c1nnnn1-c1ccc(Br)cc1	0.3%
CN(Cc1ccco1)c1cc(-c2cccnc2)ncn1	-9.5%
COCC(=O)N1CCC2(CCCN(C(=O)Nc3cccc(C#N)c3)C2)CC1	2.7%
COC(=O)N1C2=C(c3ccccc3[C@@H]1CC(=O)Nc1ccc3cc4ccccc4cc3c1)[C@@H]1C(=O)N(c3ccccc3)C(=O)[C@@H]1[C@H](C)C2	-3.5%[12.9 µM]
COc1cc(C=O)c([N+](=O)[O-])cc1OC	5µM*
Cc1noc(C)c1C(=O)N1CCC2(CCN(Cc3nccs3)CC2)CC1	0.4%
COc1ccc(-c2nc3cnc(N4CCNCC4)nc3n(Cc3cccs3)c2=O)cc1	-2.7%
Cn1nnnc1SCC1=C(C(=O)O)N2C(=O)[C@@H](NC(=O)[C@@H](O)c3ccccc3)[C@@H]2SC1	-18.3%[21.7 µM]
COc1ccc(Oc2ncc3nc(-c4ccc(Cl)cc4)c(=O)n(C4CC4)c3n2)cc1	1.9%
C=C(C)C(O)/C=C/c1ccc(C)cc1 (stereo not given)	-2.9%[12.9 µM]
CC(C)CC(NC(=O)OCC1c2ccccc2-c2ccccc21)C(=O)O (stereo not given)	19.4%
CCOC(=O)OCC1OC(C#CC(C)(C)C)C=CC1OC(=O)OCC (stereo not given)	0.9%[12.9 µM]
COC(=O)[C@@H]1C[C@H]2CC[C@H](O)C[C@H]2N1Cc1c(F)cccc1Cl	-2.2%
C/C1=C/CC(C)(C)/C=C/C/C(C)=C/CC1	-0.4%
COC(=O)NC(CC(C)=O)c1cccs1 (stereo not given)	-1.0%[12.9 µM]
Cc1cnc(CNc2ccnc(-c3ccc(C(=O)N(C)C)cc3)n2)cn1	-1.1%
CC(C)C[C@@H](CC(=O)N[C@@H](CCCN)CC(=O)N[C@@H]1CCCC[C@H]1C(=O)N[C@H](CC(=O)N[C@@H](CCC(=O)O)CC(=O)O)Cc1ccccc1)NC(=O)[C@@H]1CNCC[C@H]1N	-27.3%
CCC[C@@H]1C[C@@]1(CCC)C(NC(=O)c1ccc(-c2ccccc2)cc1)c1cccc(Cl)c1 (stereo not given in full)	3.0%
COc1ccccc1CNc1ccnc(-c2cccnc2)n1	3.4%
CC[C@H](C)[C@@H](NC(=O)O[C@@H]1C(=O)c2ccc(OC)cc2O[C@H]1c1ccc2c(c1)OCO2)C(=O)OC	2.8%
C[C@@H]1NC(=O)C/C=C\[C@@H](C)[C@@H]2C=C[C@H](O)[C@@H](COC(=O)[C@H](C)NC(=O)C/C=C\[C@@H](C)[C@@H]3C=C[C@H](O)[C@@H](COC1=O)O3)O2	-0.6%[12.9 µM]
CN1CC[C@@]23CCCCC2C1Cc1ccc(O)cc13 (stereo not given in full)	2.2%
CC(C)[C@@H](CC(=O)N[C@@H]1CCNC[C@H]1C(=O)N[C@H](CC(=O)N[C@@H](CCC(=O)O)CC(=O)O)Cc1ccccc1)NC(=O)C[C@H](Cc1c[nH]c2ccccc12)NC(=O)[C@@H]1CCCC[C@H]1N	8.0%
COc1ccc(-c2cc(=O)c3c(OC(C)=O)cc(OC(C)=O)cc3o2)cc1	2.6%
CC(=O)OCC1OC(Oc2cc(OC(C)=O)c3c(=O)cc(-c4ccc(OC(C)=O)cc4)oc3c2)[C@@H](OC(C)=O)C(OC(C)=O)C1OC(C)=O (stereo not given in full)	-14.9%
C=CCN1CCN(c2nc3ccccc3nc2C#N)CC1	-0.1%
COC(=O)c1ccc(C(NC(=O)OCc2ccccc2)/C(F)=C/[C@@H](C)C(=O)NC2CCCCC2)cc1 (stereo not given in full)	4.8%
NC(N)=NCCCCCCCCCCN=C(N)N	6.6%
CC1=C(O)C(=O)C=C2C1=CC=C1[C@]2(C)CC[C@@]2(C)C3C[C@](C)(C(=O)O)CC[C@@]3(C)CC[C@@]12C (stereo not given in full)	-22.1%
O=S(=O)(CCc1ccccc1)c1ccccc1	1.4%
CO[C@H]1COC(=O)C/C=C\[C@H](C)[C@@H](NS(=O)(=O)c2ccc(C)cc2)COC(=O)CCC[C@@H]1C	0.8%[12.9 µM]
COc1c(O)cccc1O	-2.4%
Cc1cccc(C)c1OC[C@H](C)N	-7.0%[21.7 µM]
COCC#Cc1ccc(C2NC(C(=O)O)CCC2C)cc1 (stereo not given)	1.3%[12.9 µM]

Gathered by group, the compounds so far with a cyano group (3)
SMILES	FBPA Giardia inh
N#CCCCS(=O)(=O)c1nnnn1-c1ccc(Br)cc1	0.3%
COCC(=O)N1CCC2(CCCN(C(=O)Nc3cccc(C#N)c3)C2)CC1	2.7%
C=CCN1CCN(c2nc3ccccc3nc2C#N)CC1	-0.1%

The list continues.
SMILES	FBPA Giardia inh
O=C(c1csnn1)N1CCC2(CC1)CN(C(c1ccccc1)c1ccccc1)C2	6.0%
CCN(CC)CCCn1c(-c2ccccc2)nc2c(NCc3ccccc3)nc(C)nc21	3.9%
COc1ccc2c(c1)C(=O)[C@H](OC(=O)NCCOc1ccccc1)[C@@H](c1ccc(OC)c(Br)c1)O2	-0.4%
CC1(C)OC2CC3C4CC(F)C5=CC(=O)CC[C@@]5(C)C4C(O)C[C@@]3(C)[C@]2(C(=O)CO)O1 (stereo not given in full)	-3.1%
N#Cc1cccc(NC(=O)N2CC[C@@]3(CCCN(C(=O)c4cccc(F)c4)C3)C2)c1	-1.3%
O=c1c(-c2ccccc2)nc2cnc(Oc3ccccc3)nc2n1Cc1cccs1	2.1%
CC(=O)SC1CC2=CC(=O)CC[C@]2(C)C2CC[C@@]3(C)[C@@H](CC[C@@]34CCC(=O)O4)C12 (stereo not given in full)	2.5%
Cc1noc(C)c1-c1nccc(N(C)Cc2ccco2)n1	-6.5%
N[C@H](CO)Cc1cnc[nH]1	1.1%
CC12NC(Cc3ccccc31)c1ccccc12 (stereo not given)	1.2%
Cn1cccc1C(=O)N1CCC2(CC1)CN(c1ccncc1)C2	0.4%
CCN1C[C@]2(C)CC[C@H](OC)[C@]34C5C[C@@H]6CC[C@@](O)(C5C(=O)O6)C(C13)[C@@H](OC(=O)c1ccccc1)C24	0.0%
FC(F)(F)c1ccccc1-c1ccc2ncnc(N3CCOCC3)c2c1	-1.3%
O=C(c1ccco1)N1CCC2(CCCN(c3cccc(-c4ccccc4)c3)C2)CC1	-10.6%
CS(=O)(=O)N1CCC2(CCCN(C(=O)Nc3cccc(F)c3)C2)CC1	-12.2%
COC(=O)[C@@H]1C[C@@]2(O)[C@H](O)[C@H](O)[C@H](O)C[C@H]2N1Cc1cccnc1	-11.6%
COc1ccc(O[C@H]2C=C[C@@H](c3ccccc3)O[C@H]2COC(=O)CC/C(C)=N\O[C@@H](C)CN2CCCCc3nc(C)c(C)cc32)cc1	-0.4%[12.9 µM]
CC(=O)NCC(=O)N[C@H](CCC(=O)O)C(=O)O	5.5%
Cc1nc(NCc2ccccc2)c2nc(-c3ccccc3)n(CCCN3CCOCC3)c2n1	-8.9%
COc1ccc2[nH]cc(CCNc3ccnc(-c4cccc(NS(C)(=O)=O)c4)n3)c2c1	-20.4%
CO/N=C(/C)CCC(=O)OC[C@@H]1O[C@H](c2ccccc2)C=C[C@@H]1Oc1ccc(OC)cc1	-1.3%[12.9 µM]
COc1ccc(C(=O)N2CCC3(CCCN(c4ccccc4)C3)CC2)cc1	-0.2%
CCCCc1cc2c(cn1)C(=O)C(C)(OC(C)=O)C(=O)C2 (stereo not given)	-19.7%[12.9 µM]
COCCn1c(=O)c(-c2cc(F)cc(F)c2)nc2cnc(Oc3cccc(Cl)c3)nc21	-20.1%
CC(=O)N1CC=CC1(CC(C)C)C(=O)O (stereo not given)	2.7%
Cc1nc2cnc(N(C)C)nc2n(C)c1=O	-4.2%
CCOC(=O)OCC1OC(C#Cc2ccc(Br)cc2)C=CC1OC(=O)OCC (stereo not given)	0.2%[12.9 µM]
CCCC[C@@H]1C[C@H]1C(NC(=O)c1cccs1)c1ccc(Cl)cc1 (stereo not given in full)	-1.5%
CN(C)C(=O)/N=N/C(=O)N(C)C	-5.2%
O=C1/C(=C/c2ccccc2)Oc2ccccc21	0.5%[12.9 µM]
COc1ccc2c(c1)[C@@]13CCCCC1[C@@H](C2)N(C)CC3 (stereo not given in full)	-0.5%
COc1cccc(-c2nc(N(C)C)c3ccccc3n2)c1	?
COc1ccccc1CNc1ccnc(-c2ccccc2Cl)n1	0.8%
COC(OC)[C@@H](C)[C@H](OC)[C@@H](C)[C@H](OC)c1ccccc1	-1.7%[12.9 µM]
c1csc(CNc2nc(-c3ccoc3)nc3ccccc23)c1	-8.8%
N#Cc1cccc(-c2cncnc2-n2ccnc2)c1	-12.6%
O=C1CCO1	5.4%
Cc1ccc(C(=O)Nc2ccc(S(=O)(=O)O)c3cc(S(=O)(=O)O)cc(S(=O)(=O)O)c23)cc1NC(=O)c1cccc(NC(=O)Nc2cccc(C(=O)Nc3cc(C(=O)Nc4ccc(S(=O)(=O)O)c5cc(S(=O)(=O)O)cc(S(=O)(=O)O)c45)ccc3C)c2)c1	14.2%&4.9%&14.9%
CC(=O)[C@H]1CC[C@H]2[C@@H]3C=CC4=CC(=O)CC[C@@]4(C)[C@H]3CC[C@]12C	-1.4%[21.7 µM]
C[C@H]1C2=C3C(CC[C@H]4C(OCc5ccc(F)cc5C(F)(F)F)OC[C@](C)([C@@H]34)N(C(=O)OC(C)(C)C)C2)C2COC(=O)OCC21 (stereo not given in full)	1.3%

3 structures already listed, ordered by formula weight, descending.
SMILES	FBPA Giardia inh
Cc1ccc(C(=O)Nc2ccc(S(=O)(=O)O)c3cc(S(=O)(=O)O)cc(S(=O)(=O)O)c23)cc1NC(=O)c1cccc(NC(=O)Nc2cccc(C(=O)Nc3cc(C(=O)Nc4ccc(S(=O)(=O)O)c5cc(S(=O)(=O)O)cc(S(=O)(=O)O)c45)ccc3C)c2)c1	14.2%&4.9%&14.9%
COCCn1c(=O)c(-c2cc(F)cc(F)c2)nc2cnc(Oc3cccc(Cl)c3)nc21	-20.1%
N#Cc1cccc(-c2cncnc2-n2ccnc2)c1	-12.6%

More results:
SMILES	FBPA Giardia inh
CC(=O)OC[C@@H]1O[C@H](C/C=N\OCC[C@H]2C=C[C@H](OC(C)=O)[C@@H](COC(C)=O)O2)C=C[C@@H]1OC(C)=O	1.7%[12.9 µM]
COc1ncc2nc(-c3cn(C)c4ccccc34)c(=O)n(Cc3ccc(F)cc3)c2n1	-10.4%
C#C[C@]1(O)CC[C@@H]2[C@H]3CCc4cc(OC)ccc4[C@@H]3CC[C@@]21C	-0.1%[21.7 µM]
c1ccc(CNc2oc(-c3ccccc3)nc2-c2cccc3ccccc23)cc1	-3.6%
CN(C)CCc1c[nH]c2ccc(CS(=O)(=O)N3CCCC3)cc12	6.2%
COc1ccc(CNc2cc(-c3ccccc3Cl)ncn2)c(OC)c1	-7.4%
COCCNc1nc(-c2ccccc2CN(C)C)nc2ccccc12	1.2%
COc1ccccc1CNc1ccnc(-c2ccc(C(=O)N(C)C)cc2)n1	1.5%
CNc1nc(-c2ccccc2C(F)(F)F)nc2ccccc12	-6.2%
COc1ccc2c(c1)OCC(Cc1ccc(O)c(OC)c1)C2=O (stereo not given)	9.3%
COc1ccc(NC(=O)N2CCCC3(CCN(C(=O)c4c(C)noc4C)CC3)C2)cc1	2.1%
CN1CC[C@@]2(C)c3cc(O)ccc3N(C)C12 (stereo not given in full)	2.81µM*
COc1cccc([C@@H]2Oc3ccc(Br)cc3C[C@H]2OC(=O)Nc2ccc(OC(F)F)cc2)c1	11.9%
COc1ccc(Oc2ncc3nc(C)c(=O)n(C)c3n2)cc1	-5.9%
O=C(c1cnccn1)N1CCC2(CCN(Cc3ccncc3)CC2)CC1	3.5%
Cc1nc(NC2CCCCC2)c2nc(-c3ccccc3)n(CCCN3CCCCC3C)c2n1 (stereo not given)	4.6%
COC(=O)NC(/C=C/c1ccccc1)C(C(C)=O)C(=O)OC (stereo not given)	-1.7%
CC(C)=CCc1c2c(c(O)c3c(=O)c(O)c(-c4ccccc4)oc13)C=CC(C)(C)O2	-0.8%
COc1cccc(-c2cncnc2-n2ccnc2)c1	-2.4%
COc1ccc2c(c1)c(CC(=O)NCc1ccc3c(c1)OCO3)c(C)n2C(=O)c1ccc(Cl)cc1	2.1%
CCC1=C2CC[C@H]3C(=O)N(CC(=O)OC)C(=O)[C@H]3[C@H]2[C@@]2(Cc3ccccc3)C(=NCCc3c[nH]c4ccccc34)OC(=O)N2C1=O	-3.2%
COc1ccc(NC(=O)N2CC3(CCN(C(=O)c4cccc(F)c4)CC3)C2)cc1	-8.2%
Cn1cc(-c2nc3cncnc3n(Cc3ccc(F)cc3)c2=O)c2ccccc21	-2.6%
COC/C=C/C1=CC2=CC(=O)C(C)(OC(=O)c3cnc4ccccc4n3)C(=O)C2=CO1 (stereo not given)	0.0%
COC(=O)C/C=C/C(C)C(OC)c1ccccc1Br (stereo not given)	-0.3%[12.9 µM]
COc1ccc(C(=O)N2CCC3(CCN(CC(C)C)CC3)CC2)cc1	1.5%
N#CC(C#N)=Cc1ccc([N+](=O)[O-])c(O)c1	?
CCC1=C2CC[C@H]3C(=O)N(C)C(=O)[C@H]3[C@H]2[C@@]2(Cc3ccccc3)C(=NCCc3c[nH]c4ccccc34)OC(=O)N2C1=O	2.4%
